MT stabilize HCS: microtubule stabilizers in HeLa cells; hit rate 0.83% among 200,000; % tubulin-high responders, % at 10 µM; HeLa tubulin immunostaining HCS, 24 h; share of cells brighter than vehicle mean+2SD; AID 2205;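 active means plate Z-score above 3 for both tubulin-high and condensed-nucleus cell shares, with cell loss under 80%, at 10 µM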;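 further: anti alpha tubulin signal scored within the nucleus-defined area of each cell; some results filed as inactive read as strong as hits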
Dynein cargo inh: dynein cargo transport inhibition; 3617.4 mouse cells, GR-EGFP nuclear translocation imaging; test concentration mostly 20 µM; stimulated with dexamethasone, 1 µM; stronger effect = lower value; z-score, hits read low; hit rate 0.47% among 220,000;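 active means plate z-score of nuclear minus cytoplasmic receptor signal below a set negative limit, without overly bright fluorescence or cell loss, cut at about -3.5 in these data, passing the limit was not always enough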;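 further: z-score of nuclear minus cytoplasmic ring GR-EGFP intensity difference per well; some compounds called inactive have numbers as strong as hits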
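Buffer or medium: tetracycline-free induction medium containing charcoal-stripped FBS / Reagent: dexamethasone agonist, 1.0 µM final, for 30 min / Technique: automated 10x imaging of fixed Hoechst-stained cells / Times: induction 48 h, compound 1 h, agonist 30 min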
Insulin prom up: MIN6 insulin promoter up-regulation. AID 1625. hit rate 0.3% among 190,000. MIN6 insulin promoter-GFP reporter, high-content imaging; stronger effect = higher value. z-score at 5 µM;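 active means z-score above 3 at 5 µM with at least 500 cells counted in the well; inconclusive means wells under 500 cells, flagged as cytotoxic or low count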
Yfh1-depleted yeast: enhancers of respiration in Yfh1-depleted yeast, dose response, Friedreich's ataxia, plus single-dose screen (AID 1465) | hit rate 0.074% among 220,000 | fold induction at 50 µM; hits with a dose series show EC50 in µM | S. cerevisiae Yfh1-off respiration, WST-1 reduction, 72 h; higher fold induction means a stronger effect;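 active means fold induction of absorbance versus untreated yeast above a set limit, then at least 30% activation at any dose in follow-up; inconclusive means repeats straddling the limit, or above it without dose testing; inactive means fold induction below the set limit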;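 further: activators that raise dye reduction in frataxin-depleted yeast; strong numbers were not always called active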
Autophagy mod: modulators of autophagy; calls only at 10 µM (by protocol); MEF GFP-LC3 puncta imaging; test concentration mostly 10 µM; hit rate 0.98% among 190,000;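 active means percentage of spot-positive cells more than 3 SD above its plate mean, without a fluorescence outlier flag or 80% toxicity; inconclusive means no clear call, values can overlap the other calls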;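 further: spot-positive cell cutoff set from DMSO-treated cells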
M1AAP inhibition: malaria alanyl aminopeptidase activity blockers – biochemical, fluorogenic H-Leu-NHMec substrate, 1536-well (AID 1445); recombinant M1AAP, H-Leu-NHMec fluorogenic kinetic assay; higher % means a stronger effect; hit rate 0.42% among 220,000; inhibition, % at 30 µM; hits with a dose series show IC50 in µM;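 active means primary inhibition above the hit cutoff, then over 50% inhibition at one or more dose response concentrations, cut at about 23% in these data, passing the limit was not always enough; inconclusive means conflicting primary data, or primary hits not chosen for dose response; inactive means low primary inhibition, or under 50% at every dose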;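 further: plate controls were DMSO full reaction for no effect and no enzyme background for full effect; strong numbers were not always called active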
P. falciparum M17LAP: P. falciparum M17LAP inhibitors, primary screen, biochemical, fluorogenic H-Leu-NHMec substrate, 1536-well (AID 1619); recombinant M17LAP, H-Leu-NHMec fluorogenic kinetic assay; higher % means a stronger effect; inhibition, % at 30 µM; hits with a dose series show IC50 in µM; hit rate 0.38% among 220,000;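 active means compound inhibiting the enzyme by more than half at any dose during confirmatory dose-response retesting; inconclusive means strong single-dose inhibitors picked by rank but not retested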;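 further: plate controls were full reaction with DMSO carrier for no effect and no enzyme background for full effect; strong numbers were not always called active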
Hep lipid drop: hepatic lipid droplet formation modulation | hit rate 0.4% among 240,000 | AML12 mouse hepatocytes, oleate lipid droplets, BODIPY imaging | AID 1656 | inhibition, % at 6.5 µM;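 active means lipid droplet intensity inhibited by at least 50%, with more than 500 cells counted; inconclusive means wells with under 300 cells, treated as cytotoxic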
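Test system: AML12 hepatocytes (mouse); reagent: oleate loading, 100 µM; dosing: one dose, 6.5 µM compound; incubation: overnight exposure; signal: fluorescence imaging, 20x objective, two fields per well; read-out basis: % inhibition of corrected integrated BODIPY droplet signal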
CSM14.1 death rescue: protection against thapsigargin-triggered cell killing – 384-well, CSM14.1, ATP luminescence, primary screen (AID 1222) | 190,000 tested, under 10 active | CSM14.1 thapsigargin-induced death rescue, ATP luminescence; higher % means a stronger effect | cellular ATP content (survival), % at 20 µM, or EC50 in µM where a hit was titrated;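 active means EC50 below 50 µM in the dose-response confirmation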;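 further: death triggered by thapsigargin at about 15 µM added after 2 h compound pretreatment; cell ATP read after overnight thapsigargin exposure of roughly 18 to 22 hours; normalized against plate controls of thapsigargin alone and 5% DMSO vehicle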
Dynein cargo inh cytoplasmic EGFP: second read-out of Dynein cargo inh, no call of its own (marks repeat the call); z-score; measured here: cytoplasmic GR-EGFP intensity; stronger effect = higher value
Dynein cargo inh nuclear GR-EGFP: recorded beside Dynein cargo inh, whose call it bears; z-score; measured here: nuclear GR-EGFP intensity;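 lower value marks the stronger effect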
Dynein cargo inh cell count: second read-out of Dynein cargo inh, no call of its own (marks repeat the call); z-score; measured here: cell count per field
Insulin prom up cell count: also measured in Insulin prom up; calls as there; cell count; measured here: cytotoxicity, nuclei count;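 total cells summed across four imaged fields per well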
Hep lipid drop cells 6.5 µM: further read-out of Hep lipid drop, marked with its call; cell count; measured here: cell count, cytotoxicity flag;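 cells counted across two imaged fields per well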
MT stabilize HCS Hoechst-high %: further read-out of MT stabilize HCS, marked with its call; % Hoechst-high responders; measured here: nuclear condensation Hoechst responders;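 share of cells brighter than vehicle mean plus two SD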
MT stabilize HCS cytotoxicity %: recorded beside MT stabilize HCS, whose call it bears; toxicity, %; measured here: cytotoxicity by cell density;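 0% = mean cell density of plate MIN control wells and 100% = no cells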
Autophagy mod cell loss 18 h: second read-out of Autophagy mod, no call of its own (marks repeat the call); toxicity, %; measured here: cell loss, nuclei count;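 cell loss after 18 h compound exposure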
An asterisk follows results filed as active; i = inactive; ? = inconclusive; · = no result given; + = active, no number.

SMILES | MT stabilize HCS | MT stabilize HCS Hoechst-high % | MT stabilize HCS cytotoxicity % | Dynein cargo inh | Dynein cargo inh cytoplasmic EGFP | Dynein cargo inh nuclear GR-EGFP | Dynein cargo inh cell count | Insulin prom up | Insulin prom up cell count | Yfh1-depleted yeast | Autophagy mod | Autophagy mod cell loss 18 h | M1AAP inhibition | P. falciparum M17LAP | Hep lipid drop | Hep lipid drop cells 6.5 µM | CSM14.1 death rescue
CCCCN(CCCC)Cc1ccc(C(=O)NNC(=O)Nc2ccc(Cl)cc2)o1 | 2.6 | 1.5 | 8.1 | 2 | -0.3 | 1.1 | -0.4 | -0.21 | 1101 | i | i | 7 | 19% | 1% | 27 | 704 | -7.5%
COc1ccc(-c2oc3c(OC)c(OC)c(OC)c(O)c3c(=O)c2OC)cc1OC | 3.0 | 1.9 | 9.7 | 0.49 | -0.25 | 0.44 | 0.13 | -0.25 | 1297 | i | i | -27 | 14% | 1% | -1 | 672 | 0.9%
CCOc1ccc2[nH]c(=O)c(C(c3nnnn3CCOC)N3CCOCC3)cc2c1 (centres undefined) | 3.7 | 3.0 | 11 | -0.61 | -0.33 | -0.0063 | -0.013 | -0.79 | 986 | i | i | 1 | 14% | -41% | -2 | 693 | -0.4%
CC(=O)Nc1ccc(NC(=O)COC(=O)[C@@H](NC(=O)c2ccc(F)cc2)C(C)C)cc1 | 2.5 | 1.1 | 5.8 | -0.18 | 0.025 | -0.038 | 0.16 | -0.81 | 1324 | i | i | -3 | -2% | 0% | -16 | 668 | -1.2%
Cc1ccccc1NC(=O)COC(=O)/C=C/c1cccc(C(F)(F)F)c1 | 2.7 | 3.3 | 13 | 0.17 | -0.28 | -0.25 | -0.25 | 0.19 | 1334 | i | i | 2 | -5% | -2% | 1 | 625 | -4.4%
COc1ccc2cc(C(c3nnnn3C3CCCC3)N3CCOCC3)c3nnnn3c2c1 (centres undefined) | 1.6 | 1.0 | 4.9 | 0.25 | -0.37 | -0.5 | 0.97 | 0 | 1467 | i | i | -9 | 8% | 5% | 14 | 702 | 3.6%
O=[N+]([O-])c1ccc(Sc2ncc3ccccn23)nc1 | · | · | · | -0.18 | -0.27 | -0.3 | 0.57 | 0.03 | 1359 | i | · | · | 1% | 11% | -13 | 665 | ·
CC(C)c1ccc(NC(=O)c2cccc(Br)c2)cc1 | 1.9 | 2.2 | 3.7 | 0.35 | -0.13 | 0.41 | -1.2 | 0.13 | 1031 | i | i | 9 | -4% | 6% | -47 | 584 | -1.2%
CC(C)OC(=O)/C(=C/c1ccc2c(c1)c1ccccc1n2C)NC(=O)c1ccccc1 | 2.0 | 3.5 | 9.3 | -0.33 | -0.28 | -0.17 | 1.7 | -0.78 | 1391 | i | i | -10 | 11% | 6% | 53* | 626* | 1.9%
Oc1ccccc1/C=N/n1c(-c2cccs2)n[nH]c1=S | 3.4 | 1.6 | 5.9 | 1.1 | -0.21 | 1.3 | -0.39 | 1.3 | 1558 | i | i | 8 | 23% | -11% | · | · | -1.8%
c1ccc2sc(NN=C3CCCC3)nc2c1 | 2.0 | 3.0 | 4.2 | 0.28 | -0.29 | 0.17 | -0.75 | -0.18 | 1270 | i | i | -5 | -9% | 1% | -9 | 696 | -2.4%
CCn1c(SCc2nc3ccccc3[nH]2)nnc1-c1cccs1 | 4.8 | 1.1 | 1.0 | -0.06 | -0.3 | 0.32 | -0.41 | 1.8 | 893 | i | + | 3.2* | 4% | 5% | · | · | 0.5%
CCOC(=O)c1sc(/S(C)=N\S(=O)(=O)c2cccc(Cl)c2)c2c1CCC=C2 (centres undefined) | · | · | · | -0.13 | -0.15 | 0.43 | -0.33 | 0.65 | 997 | i | · | · | 8% | -1% | 14 | 726 | ·
Cc1nn(-c2ccc(C(=O)O)cc2)c(C)c1Oc1ccccc1O | 1.9 | 1.4 | 3.0 | -0.23 | -0.16 | 0.27 | -0.041 | · | · | i | i | 5 | 20% | 7% | 19 | 803 | -0.8%
C=CCc1ccc(OCCn2cccc2C=O)c(OC)c1 | 1.9 | 1.7 | 6.9 | -0.3 | -0.21 | -0.38 | 0.55 | 0.53 | 1499 | i | i | -1 | -3% | 12% | · | · | 0.9%
Cc1cccc(-c2nsc(SCC(=O)NCC3CCCO3)n2)c1 (centres undefined) | 2.0 | 1.7 | 6.1 | -0.65 | -0.089 | -0.45 | 0.22 | 0.88 | 1645 | i | i | 7 | 6% | 12% | -12 | 682 | -1.0%
O=C(NC1CCCCC1)C1c2ccccc2C(=O)N1Cc1ccc2c(c1)OCO2 (centres undefined) | 2.9 | 1.5 | 6.8 | -0.49 | -0.19 | -0.55 | 1.1 | -0.36 | 1228 | i | i | 21 | -6% | 6% | -21 | 622 | ·
C=CCn1c(SCc2cc([N+](=O)[O-])cc3c2OCOC3)nc2cc(C(=O)O)ccc2c1=O | · | · | · | -0.25 | -0.18 | -0.1 | 0.52 | -0.13 | 1399 | i | · | · | ? | 8% | -13 | 720 | ·
CC(C)Cn1c(N)c(C(=O)COC(=O)c2c(F)cccc2F)c(=O)n(C)c1=O | 3.7 | 2.5 | 11 | -0.54 | -0.26 | -0.21 | 1.3 | -0.23 | 1223 | i | i | 16 | 9% | 5% | -3 | 712 | 0.8%
CCOC(=O)c1c(NC(=O)CSc2nnc(-c3c[nH]c4ccccc34)n2C)sc2c1CCCC2 | 6.4 | 4.8 | 5.0 | -0.71 | -0.29 | 0.35 | 0.51 | -1.1 | 1173 | i | i | 4 | 3% | -7% | -6 | 759 | 6.8%
CCN(CC)C(=S)Nc1ccc(OC)cc1 | 1.8 | 1.0 | 0.9 | -0.037 | 0.18 | 0.26 | 0.25 | -0.46 | 1372 | i | i | 6 | 5% | 24% | 15 | 666 | -6.5%
Cc1ccc(C(=O)Nc2ccc(O)c(C(=O)O)c2)o1 | 3.0 | 2.0 | 6.6 | -0.13 | -0.16 | -0.68 | -0.23 | -0.32 | 1141 | i | i | -15 | -8% | -42% | -3 | 733 | 2.3%
CN(C)/C=N/c1nc2nccc(-c3cccc(Cl)c3)n2n1 | 2.8 | 2.8 | 7.1 | -0.67 | -0.29 | 0.078 | 0.11 | -0.28 | 1216 | i | i | 33 | 11% | -7% | 16 | 651 | -0.2%
Cc1ccc(C)c(/C=C/C(=O)c2ccccc(=O)c2O)c1 | 1.4 | 1.0 | 26 | 0.41 | 0.081 | -0.12 | -1.5 | 0 | 1093 | i | i | -4 | ? | 14% | -6 | 734 | -2.4%
Cc1ccc(-n2ccc(=O)c(-c3ccnc(SCc4cccc(Cl)c4)n3)n2)cc1 | 1.4 | 1.7 | 5.0 | -0.32 | -0.22 | -0.56 | 0.42 | 2.1 | 1395 | i | i | 4 | -2% | -3% | · | · | 0.0%
New compounds follow.
SMILES | MT stabilize HCS | MT stabilize HCS Hoechst-high % | MT stabilize HCS cytotoxicity % | Dynein cargo inh | Dynein cargo inh cytoplasmic EGFP | Dynein cargo inh nuclear GR-EGFP | Dynein cargo inh cell count | Insulin prom up | Insulin prom up cell count | Yfh1-depleted yeast | Autophagy mod | Autophagy mod cell loss 18 h | M1AAP inhibition | P. falciparum M17LAP | Hep lipid drop | Hep lipid drop cells 6.5 µM | CSM14.1 death rescue
CCOC(=O)c1nc2ccccc2nc1C | 2.2 | 2.3 | 9.8 | 0.037 | -0.24 | 0.17 | 0.43 | 0.02 | 1324 | i | i | 14 | 4% | 15% | 11 | 683 | -1.0%
S=c1[nH]nc2n1CCCN2 | · | · | · | 0.79 | -0.22 | 0.36 | -0.54 | -0.06 | 1078 | i | · | · | 3% | 2% | 6 | 716 | ·
CC(c1ccccc1)C1CC(=O)N(Cc2ccccc2)C1=O (centres undefined) | 2.2 | 2.4 | 8.6 | -0.18 | -0.12 | 0.41 | 0.34 | -0.24 | 1428 | i | i | 0 | · | · | -8 | 724 | 2.3%
COc1ccc(C(OC(=O)c2ccco2)C(=O)NCc2ccco2)cc1 (centres undefined) | 5.2 | 2.4 | 8.4 | -0.29 | 0.2 | 0.11 | 0.22 | -0.88 | 1422 | i | i | -13 | 3% | 0% | · | · | -0.3%
CS(=O)(=O)Nc1ccc(C(=O)N2CCCCC2)cc1 | 1.2 | 1.5 | 7.3 | -0.31 | 0.054 | 0.47 | -1.7 | -0.46 | 1744 | i | i | -1 | 0% | -3% | -8 | 699 | -1.9%
O=C(NCc1cccs1)c1cc(-c2cccs2)on1 | 4.6 | 2.6 | 5.1 | -0.19 | -0.33 | 0.23 | 0.22 | 0.81 | 1504 | i | i | 14 | -8% | -5% | · | · | 0.1%
Cc1c(Br)c(C(=O)NNC(=O)c2ccc(C(C)(C)C)cc2)nn1C | · | · | · | 0.39 | -0.16 | 0.3 | -2.2 | · | · | i | · | · | -1% | 3% | -33 | 609 | ·
CCCCC(=O)NC(Nc1sc2c(c1C(N)=O)CCCC2)(C(=O)OCC)C(F)(F)F (centres undefined) | 3.0 | 2.0 | 8.0 | -1.1 | -0.22 | 0.1 | 0.33 | 1.4 | 1260 | i | i | 10 | 6% | 9% | 2 | 734 | 5.5%
CC(C)Cc1nnc(NC(=O)c2cc(-c3ccncc3)nc3ccccc23)s1 | · | · | · | 0.02 | -0.22 | -0.27 | 0.32 | -0.36 | 1127 | i | · | · | 0% | 1% | 6 | 742 | ·
